# Screening results deposited in PubChem BioAssay by National Center for Advancing Translational Sciences (NCATS).
# HBB splicing: modulators of hemoglobin beta chain splicing | HBB splicing reporter cell assay, activation; EGFP reporter with mutant IVS2-654 intron; response scale: normalised to 500 nM splice-correcting PNA | Potency, µM (doses to about 46.1 µM), without a hit: top-dose activation, most hits filed as activators | hit rate 0.06% among 65,000; further: potency means the concentration at half of the fitted maximal effect; 0% is about no effect
#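 HeLa cells stably expressing EGFP interrupted by mutant beta-globin intron 2 (IVS2-654), 500/well in 2% FCS. Treated with compound for 2 days at 37C. Splicing correction scored as total well GFP intensity (488 nm excitation, 500-520 nm emission); 500 nM antisense PNA served as control.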
# Hsp90 Hop PPI: changes Hsp90-Hop TPR2A binding signal, up or down; AlphaScreen TPR2A-His6 binding biotin-Hsp90 C-terminal peptide; Potency, µM (top dose mostly 57 µM), inactives show at the top dose activity change, negative = inhibition; hit rate 0.44% among 71,000; AID 595; active means well fitted curve in either direction with a large enough effect; inconclusive means small, poorly fitted or top-dose-only effect, or another doubt; further: potency means the concentration at half of the fitted maximal effect; on the % scale 0 is the no-effect control and ±100 the full control effect; many of its hits are not listed in these tables
# BRCT PPI red: BRCT-phosphoprotein interaction inhibition (red fluorophore); BRCT-phosphopeptide binding, red fluorescence polarization; Potency, µM (series often up to 76.9 µM), without a hit: top-dose activity change, negative = inhibition, hits mostly inhibitors; hit rate 0.03% among 75,000; AID 892; further: on the % scale 0 is the no-effect control and ±100 the full control effect
# Target sequence (P38398 whole entry, looked up): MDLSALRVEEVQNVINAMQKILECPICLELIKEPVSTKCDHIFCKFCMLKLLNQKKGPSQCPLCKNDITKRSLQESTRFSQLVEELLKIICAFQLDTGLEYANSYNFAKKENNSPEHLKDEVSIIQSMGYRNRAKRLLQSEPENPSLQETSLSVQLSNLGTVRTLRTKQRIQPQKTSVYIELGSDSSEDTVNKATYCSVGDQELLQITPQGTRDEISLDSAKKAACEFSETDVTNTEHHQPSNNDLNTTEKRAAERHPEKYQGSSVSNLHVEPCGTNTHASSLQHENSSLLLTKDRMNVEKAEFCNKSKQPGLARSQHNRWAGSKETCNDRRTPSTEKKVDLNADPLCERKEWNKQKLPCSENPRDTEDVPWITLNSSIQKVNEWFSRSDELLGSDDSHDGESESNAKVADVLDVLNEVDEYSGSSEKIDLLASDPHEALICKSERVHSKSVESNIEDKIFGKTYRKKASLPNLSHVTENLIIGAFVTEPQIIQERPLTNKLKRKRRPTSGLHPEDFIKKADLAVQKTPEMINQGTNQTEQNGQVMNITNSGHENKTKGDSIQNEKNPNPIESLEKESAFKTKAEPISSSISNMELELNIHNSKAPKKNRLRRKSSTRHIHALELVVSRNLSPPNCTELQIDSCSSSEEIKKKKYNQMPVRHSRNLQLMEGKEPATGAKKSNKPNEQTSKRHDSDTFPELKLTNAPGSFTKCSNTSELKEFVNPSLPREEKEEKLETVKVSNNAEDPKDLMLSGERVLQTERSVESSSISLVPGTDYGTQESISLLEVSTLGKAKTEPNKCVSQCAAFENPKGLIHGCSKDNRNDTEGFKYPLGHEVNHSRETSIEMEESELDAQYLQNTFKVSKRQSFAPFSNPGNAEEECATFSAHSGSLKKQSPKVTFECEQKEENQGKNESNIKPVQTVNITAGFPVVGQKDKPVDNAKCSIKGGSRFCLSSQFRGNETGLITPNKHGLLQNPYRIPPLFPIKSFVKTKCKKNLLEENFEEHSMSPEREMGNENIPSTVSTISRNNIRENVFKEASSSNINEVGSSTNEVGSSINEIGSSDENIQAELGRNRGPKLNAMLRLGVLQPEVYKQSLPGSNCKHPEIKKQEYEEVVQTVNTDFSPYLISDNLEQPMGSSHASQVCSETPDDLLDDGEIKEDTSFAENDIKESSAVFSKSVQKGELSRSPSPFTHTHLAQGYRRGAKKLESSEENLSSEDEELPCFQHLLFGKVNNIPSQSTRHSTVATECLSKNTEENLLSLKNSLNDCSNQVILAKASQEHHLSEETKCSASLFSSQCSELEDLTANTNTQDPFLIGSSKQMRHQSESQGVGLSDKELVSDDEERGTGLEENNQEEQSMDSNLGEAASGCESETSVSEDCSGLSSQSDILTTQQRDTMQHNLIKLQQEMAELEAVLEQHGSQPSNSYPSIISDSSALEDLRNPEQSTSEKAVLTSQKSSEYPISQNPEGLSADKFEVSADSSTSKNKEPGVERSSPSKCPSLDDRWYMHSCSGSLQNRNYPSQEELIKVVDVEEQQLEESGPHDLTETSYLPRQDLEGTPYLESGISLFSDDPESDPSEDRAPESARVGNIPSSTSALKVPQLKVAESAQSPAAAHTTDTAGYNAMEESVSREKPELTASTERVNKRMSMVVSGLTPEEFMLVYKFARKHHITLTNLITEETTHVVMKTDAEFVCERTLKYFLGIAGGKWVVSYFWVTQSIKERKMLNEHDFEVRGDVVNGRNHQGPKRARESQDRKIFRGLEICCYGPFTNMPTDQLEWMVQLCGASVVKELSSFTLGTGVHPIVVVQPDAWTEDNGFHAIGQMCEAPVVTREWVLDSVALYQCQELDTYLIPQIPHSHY
#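 Rhodamine-labelled pBACH1 10-mer (100 nM) bound to BRCT domain (100 nM) at pH 7.3; compounds incubated 12 min room temperature, polarization read. Free peptide defines full inhibition; unlabelled decapeptide titrated as control.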
# 4MU fluor: compound fluoresces in the 4-MU spectral region; AID 589; hit rate 11% among 59,000; max dye-equivalent concentration, M; compound autofluorescence, 340/450 nm, 4-MU equivalents; stronger effect = higher value; in the data active means max dye-equivalent concentration above about 10 nM; inconclusive means mostly about 1.1 nM to 9.6 nM
#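 Compounds in 100 mM Tris, pH 8.0, incubated 15 min at room temperature, then fluorescence read at 340 nm excitation/450 nm emission. Signal converted to 4-MU dye-equivalent concentration using an on-plate six-point 4-MU standard curve.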
# 15-hLO inh: blocks human 15-lipoxygenase activity; hit rate 1.4% among 74,000; purified 15hLO-1, xylenol orange hydroperoxide absorbance; Potency, µM (series often up to 57.1 µM), without a hit: top-dose activity change, negative = inhibition, actives largely listed as inhibitors; further: potency means the concentration at half of the fitted maximal effect; on the % scale 0 is the no-effect control and ±100 the full control effect; nearly all actives have a fitted effect of over 55% in size
#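 Readout: Fe(III)-xylenol orange absorbance, 573-to-405 nm ratio as reaction progress. Enzyme 40 nM purified human 15hLO-1, substrate 50 uM arachidonic acid, 6 min RT after 15 min compound preincubation; Hepes pH 7.5 buffer with Triton X-100.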
# CRE-bla Fsk: CRE-bla signaling modulation under forskolin stimulation; hit rate 2.5% among 71,000; CHO CRE-bla reporter (cAMP response element driving beta-lactamase), forskolin EC10, beta-lactamase ratio; Potency, µM (highest dose often 38.2 µM), for the others: at the highest dose activity change, negative = inhibition, actives largely listed as activators; active means well fitted activation curve with a large enough effect in the signal ratio, with a control signal flat, not every such curve was filed as active; inconclusive means small, poorly fitted or top-dose-only effect, or effect the other way, or a change in a side signal; the % refers to the signal ratio; further: potency means the concentration at half of the fitted maximal effect; % of control where 0% means no effect
#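 qHTS titration format; CRE-bla CHO reporter; stimulus EC10 NKH 477, a water-soluble forskolin. Read: CCF4 460/530 nm ratio. Potency expressed as AC50 for activators or inhibitors.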
# BRCT PPI green: blocks human BRCA1 BRCT binding to phosphopeptide, green readout; BRCA1 BRCT-phosphopeptide binding, green fluorescence polarization; Potency, µM (titrated, usually from 76.9 µM), for inactives: top-dose activity change, negative = inhibition, hits mostly inhibitors; hit rate 0.05% among 75,000;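 further: potency means the concentration at half of the fitted maximal effect; plate controls were peptide without protein for full effect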
#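 Compounds were incubated for 12 min at room temperature with a complex of 100 nM fluorescein-tagged pBACH1 decapeptide and 250 nM His-tagged BRCT protein. Buffer was phosphate pH 7.3 with EDTA, DTT and Tween 20. Disruption of binding lowers the polarization signal.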
# DNA Pol III inh: inhibitors of bacterial DNA polymerase III holoenzyme; hit rate 0.25% among 71,000; AID 603; reconstituted DNA polymerase III holoenzyme replication, biochemical; Potency, µM (top dose mostly 57.1 µM), for the others: at the highest dose activity change, negative = inhibition; further: potency means the concentration at half of the fitted maximal effect; on the % scale 0 is the no-effect control and ±100 the full control effect
#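 Reconstituted *E. coli* holoenzyme (0.35 nM Pol III, 1 nM beta, 154 nM SSB, 2 nM primase) was preincubated with compound for 15 min at RT. Synthesis on 1.4 nM ssM13Gori ran 35 min, then was stopped with PicoGreen/EDTA and read as dsDNA fluorescence.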
# A350 autofl: compounds fluorescent in Alexa 350 spectral region | AID 590 | max dye-equivalent concentration, M | Compound autofluorescence, 340/450 nm, Alexa 350 dye-equivalents; stronger effect = higher value | hit rate 11% among 59,000; in the data active means max dye-equivalent concentration above about 10 nM; inconclusive means mostly about 1.1 nM to 9.6 nM
# UbGFP stabilizer: proteasome inhibitors stabilizing ubiquitin-GFP reporter; Ubiquitin-GFP reporter cells, proteasome inhibition, GFP fluorescence; response scale: untreated = 0%, 10 µM MG-132 = 100%; Potency, µM (series often up to 45.9 µM), inactives show at the top dose activation (GFP accumulation), most hits filed as activators; 67,000 tested, under 10 active; active means well fitted activation curve with a large enough effect, not every such curve was filed as active; inconclusive means small, poorly fitted or top-dose-only effect, or another doubt; inactive means no such curve, though single readings can be large or run the other way; further: potency means the concentration at half of the fitted maximal effect
#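 Reporter cells (U2OS, ubiquitin-G76V-GFP fusion) are plated overnight, then treated 4 hr at 37 °C with compound titrations from 46 uM down to 2.9 nM. Activity is scaled against untreated cells and 10 uM MG-132.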
# GFP derepression: derepresses silenced GFP locus in mouse C127i cells; mouse C127i GFP locus derepression, cytometry, 30 h; Potency, µM (titrated, usually from 46.1 µM), for the others: at the highest dose GFP derepression (activation); hit rate 0.09% among 68,000; further: % of control where 0% means no effect
#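 Murine C127i mammary cells carrying a silenced, stably integrated CMV-driven GFP reporter were treated with compound for 30 hours at 37 C. After PBS washes, GFP-positive cells were counted by laser-scanning microplate cytometry.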
# Numbers without * were called inactive; i = inactive; ? = inconclusive; / = no result given; [ ] = remark or other dose. Unless noted, the call rests on the fitted dose curve; in most records, active means well fitted curve in the direction sought with a large enough effect; inconclusive means small, poorly fitted or top-dose-only effect, or another doubt; inactive means no such curve, though single readings can be large; an effect the other way counts as inactive or inconclusive.
SMILES,HBB splicing,Hsp90 Hop PPI,BRCT PPI red,4MU fluor,15-hLO inh,CRE-bla Fsk,BRCT PPI green,DNA Pol III inh,A350 autofl,UbGFP stabilizer,GFP derepression
C[C@]12CCC(=O)C=C1CC[C@@H]1[C@@H]2C(=O)C[C@@]2(C)[C@H]1CC[C@]2(O)C(=O)CO,/,/,-4.1%,?,-9.8%,/,-2.2%,/,?,/,-3.8%[20.6 µM]
CCOc1ccc(C(C)(C)C)cc1S(=O)(=O)N1CC(C)OC(C)C1 (configuration not stated),-0.5%,-5.5%,-0.1%,i,12.5%,2.0%,0.2%,-7.0%,i,-0.4%,2.9%
O=C(c1ccc(S(=O)(=O)N2CCCCC2)cc1)N1CCN(Cc2ccc3c(c2)OCO3)CC1,-1.6%[9.22 µM],-6.8%,1.0%,/,3.1%,-5.1%,-0.2%,-1.2%,/,1.3%,-2.2%
Cc1ccc(-c2oc3ccccc3c(=O)c2O)cc1,0.1%,1.0%,0.0%,/,-22.5%,-6.5%,-1.3%,-4.0%,/,-3.4%,14.2%
Cc1cc(C)nc(SCC(=O)Nc2ccc(S(=O)(=O)Nc3nccs3)cc2)n1,-3.8%[0.0738 µM],-4.4%[11 µM],-1.1%,/,-4.8%[11.4 µM],10.0%[7.6 µM],-2.2%,2.8%[11.4 µM],/,-10.5%[9.17 µM],0.0%
O=S(=O)(O)[C@@H](CO)c1ccccc1 (tested in a mixture with another compound),0.4%[9.22 µM],-2.6%[11 µM],1.4%[15.4 µM],i,11.9%[11.4 µM],7.4%[7.6 µM],-3.0%[15.4 µM],-9.8%[11.4 µM],i,-6.2%[9.17 µM],2.3%[9.22 µM]
Cc1cc(C)n2nc(S(=O)(=O)N(C)Cc3ccccc3)nc2n1,0.3%,1.0%,-0.2%,i,8.3%,-3.1%,-0.7%,-1.3%,i,4.2%,2.4%
CCN(CC)CCCn1c(-c2ccccc2)nc2c(N(CCOC)CCOC)nc(C)nc21,0.4%,-2.6%,-2.0%,/,1.2%,4.5%,-1.2%,4.1%,/,1.0%,/
CCOC(=O)CSc1nc2sc3c(c2c(=O)n1CC)CC(C)(C)OC3,-0.1%,-0.1%,-0.4%,/,-12.5%,?,-0.1%,5.2%,/,15.6%,-2.3%
Cc1ccc(NC(=O)c2cc(NC(=O)c3ccco3)ccc2N2CCCCC2)cc1,-0.6%[9.22 µM],-2.1%,-0.7%,/,6.8%,5.4%,-1.5%,-2.2%,/,-4.2%,-3.1%
CCn1cc(C(=O)Nc2ccccc2C(=O)OC)c(=O)c2ccc(C)nc21,-1.7%[0.369 µM],-4.1%,0.4%,i,7.3%,?,0.5%,-4.0%,i,/,-0.7%
c1c2c(cc3sc(N4CCCCC4)nc13)OCCO2,-0.8%,3.2%,-0.7%,i,-6.1%,?,-5.0%,4.4%,i,1.2%,3.4%
CC(C)(C)c1ccc(C(=O)/C=C2\NC(=O)CS2)cc1,-0.4%[57.5 µM],-1.6%,-2.8%,?,3.9%,15.5%,-0.2%,1.6%,?,-4.1%,1.0%
O=C(O)CN1C(=O)CC(Cc2ccc(Cl)cc2)C1=O (configuration not stated),-0.2%[57.5 µM],-0.5%,2.0%,i,3.7%,1.5%,-1.7%,-3.4%,i,1.1%,-3.3%
OC(COc1ccccc1)CSc1ncn[nH]1 (configuration not stated),0.3%,-3.5%,1.2%,8.57e-08M*,5.9%,-13.4%,3.5%,1.2%,7.56e-08M*,1.0%,1.7%
CCn1c(SCC(=O)Nc2cc(C)ccc2C)nnc1-c1cnccn1,1.5%[0.369 µM],-3.8%,0.1%,i,-2.3%,3.16µM*,1.0%,-5.2%,?,/,0.0%
Cc1nc(N2CCN(Cc3ccc4c(c3)OCO4)CC2)c2oc3ccccc3c2n1,4.5%,-8.5%,-1.1%,i,-8.9%,10µM*,-1.9%,-1.6%,i,3.3%,-2.6%
N#Cc1c(NC(=O)CSc2nc(-c3ccco3)cc(C(F)(F)F)n2)sc2c1CCCC2,0.4%,-2.6%,0.6%,i,-26.8%,-1.4%,2.6%,-2.6%,i,0.4%,-2.7%
Cc1oc2c(O)c(O)ccc2c(=O)c1-c1cnn(-c2ccccc2)c1,-0.4%[9.22 µM],-6.2%,-0.8%,/,?,-10.9%,-2.0%,-1.1%,/,?,2.2%
COc1ccc(OC)c(Nc2cc(-c3ccccc3)nc(N)n2)c1,-4.9%,-14.2%,0.5%,?,?,?,-2.2%,-0.6%,?,-4.5%,2.3%
COC(=O)c1cc(CSc2nnc(-c3ccccc3)c(-c3ccccc3)n2)oc1C,-2.1%,-1.5%,0.0%,i,9.1%,?,2.0%,-3.1%,i,5.2%,2.2%
COc1ccc(Cl)cc1C(=O)N(Cc1nc(-c2cccc(C)c2)no1)C(C)C,-0.5%,-2.3%[2.3 µM],0.7%,/,?,?,-4.1%,-8.4%,/,-14.3%,/
O=P(CCNCc1ccco1)(c1ccccc1)c1ccccc1,-1.1%,-2.0%,0.9%,/,3.8%,-1.6%,-0.2%,0.1%,/,6.2%,-1.6%
COc1ccccc1C(OC(=O)c1cccs1)C(=O)NCc1ccco1 (configuration not stated),-3.3%,-6.0%,0.2%,i,-27.2%,?,2.8%,-6.1%,i,-1.7%,-2.3%
CCOc1ccc(N(CC(=O)Nc2cccc(F)c2)S(=O)(=O)c2c(C)noc2C)cc1,-0.4%,0.3%,-1.2%,/,1.2%,9.4%,-4.7%,9.2%,/,-4.2%,-3.4%
O=C(c1cc(-c2cccc(O)c2)on1)N1CCCCC1,-1.1%,-3.4%,-0.6%,/,-4.6%,0.8%,-0.4%,-7.3%,/,-0.1%,10.3%
Cn1c(=O)c(=O)n(C)c2cc(S(=O)(=O)N3CCN(Cc4ccccc4)CC3)ccc21,0.1%,4.8%,1.8%,i,-0.6%,-11.4%,-1.3%,-3.7%,i,2.9%,4.7%
CC(C)CNC(=O)C1CC(=O)OC12CCCCC2 (configuration not stated),/,-0.2%,-0.4%,i,4.6%,0.1%,-2.4%,-3.7%,i,4.1%,-1.9%
O=C(CCS(=O)(=O)c1cccc2nonc12)N1CC(=O)N(CCc2ccccc2)C(=O)C1,-0.9%,-6.3%,1.6%,i,8.7%,-4.0%,-2.6%,-1.6%,i,12.1%,2.7%
COc1ccc(CCNC(=O)c2ccc(CNc3c(N4CCOCC4)c(=O)c3=O)cc2)cc1OC,0.4%,?,-0.3%,i,2.6%,-5.5%,-1.2%,-3.0%,i,6.5%,1.0%
CCCNC(=O)Cc1cc(=O)[nH]c(=O)[nH]1,-1.1%,-3.7%,-1.4%,/,6.3%,2µM*,-3.2%,-3.6%,/,-5.5%,/
Cc1nc(SCC(=O)N2CCN(C(=O)c3ccco3)CC2)c2c(C)c(C)sc2n1,0.0%[57.5 µM],-4.0%,-1.0%,i,7.2%,2µM*,0.4%,-7.0%,i,-1.2%,6.8%
CC1CCCC(C)N1C(=O)c1cc(-c2ccc(Cl)c(Cl)c2)on1 (configuration not stated),-0.8%,?,-1.4%,i,-12.4%,?,0.6%,13.4%,i,19.0%,5.3%
CCc1nccn1S(=O)(=O)c1ccc(OC)c(OC)c1,-1.1%,-4.6%[2.3 µM],-0.3%,/,-2.2%,6.7%,-5.4%,0.8%,/,2.9%,/
CCOc1cc2c3c(c1)C1(OCCO1)C(=O)N3C(C)(C)CC2C (configuration not stated),3.5%,?,-0.3%,i,2.2%,0.9%,-2.3%,12.1%,i,4.4%,2.9%
COc1cc(C(Nc2ccc3c(c2)OCO3)C(=O)NC2CCCCC2)cc(OC)c1OC (configuration not stated),-5.0%,?,0.3%,i,0.631µM*,?,-2.4%,1.5%,i,-3.4%,-1.0%
O=C(O)c1ccc2cccc(Cl)c2c1O,-1.0%,-3.0%,-1.3%,1.27e-07M*,-1.2%,?,-0.7%,-11.4%,1.13e-07M*,10.7%,-0.4%
CCN(CC)S(=O)(=O)c1ccc(S(=O)(=O)Nc2ccc(C(=O)N3CCCC3)cc2)cc1,-0.7%[57.5 µM],-1.4%,0.8%,i,9.5%,-7.7%,-0.8%,7.0%,i,-0.3%,0.0%

# Outcome played no part in choosing rows; 12% or so of the library scored in one or more.
